# Screening data from PubChem.
# PAX8 inh HTS – PAX8 transcriptional activity inhibition. RMG-I TPO-luciferase reporter, SteadyGlo, 24 h. 360,000 compounds, 1.2% hits. inhibition, % at 12.6 µM;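 active means mean replicate inhibition at least 60% with every replicate also reaching 60%; inconclusive means only one of the two criteria is met; inactive means mean below 60% and not all replicates reaching 60%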;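 further: luciferase light reporting Pax8 driven TPO promoter activity; plate controls were median of neutral control wells for no effect and mitoxantrone controls for full effect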
# EWS-Fli inh – EWS/Fli transcriptional activity inhibition. 350,000 compounds, 0.67% hits. inhibition, % at 12.6 µM. A673 NR0B1-luciferase reporter, viability-normalised;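 active means mean inhibition of at least 50% after viability correction, with every replicate also passing that limit; inconclusive means mean reaches 50% but only one of two replicates passes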;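 further: firefly luciferase signal divided by Alamar Blue viability fluorescence both relative to DMSO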
# PGC1a acetyl inh – modulators of PGC1a acetylation. U2OS PGC1a acetylation, AlphaScreen anti-acetyl-lysine; with virally co-expressed GCN5 acetyltransferase. inhibition, % at 15.6 µM. 350,000 compounds, 0.17% hits. AID 651687;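 active means every replicate shows inhibition of at least 40%; inconclusive means mean inhibition at least 40% but some replicate below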;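 further: 0% = neutral control wells and 100% = positive control wells; some results beyond the cut were filed as inactive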
# S100A4 MyoIIA – blocks human S100A4 binding to myosin IIA peptide; AID 652163; 360,000 compounds, 0.14% hits; S100A4/TAMRA-MyoIIA peptide fluorescence polarization; inhibition, % at 10.7 µM; P26447;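 active means mean inhibition of at least 70% across replicates, with every replicate also reaching that level; inconclusive means mean inhibition reaches 70% but some replicates fall short; inactive means mean inhibition below 70%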
# Target sequence (P26447 whole entry, looked up): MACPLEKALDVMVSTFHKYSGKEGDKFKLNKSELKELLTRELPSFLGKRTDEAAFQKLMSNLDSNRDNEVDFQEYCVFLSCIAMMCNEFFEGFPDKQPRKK
#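 System – human S100A4 monomer protein, biochemical binding assay · Buffer or medium – Calcium-containing HEPES buffer, pH 7.2 · Timing – 5 min between mix addition and reading · Also added – TAMRA-labelled myosin IIA heavy-chain peptide probe, 5 nM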
# ERAP1 HTS inh – blocks human ERAP1 aminopeptidase activity | inhibition, % at 10.7 µM | recombinant ERAP1, Leu-AMC fluorescence, 60 min | Q9NZ08 | AID 652197 | 340,000 compounds, 0.15% hits;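 active means mean replicate inhibition of at least 30%, or all replicates individually reaching that 30% level; inactive means mean below 30% and not every replicate reaching it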;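 further: 0% = neutral control wells and 100% = L-leucinethiol positive control wells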
# Target sequence (Q9NZ08 whole entry, looked up): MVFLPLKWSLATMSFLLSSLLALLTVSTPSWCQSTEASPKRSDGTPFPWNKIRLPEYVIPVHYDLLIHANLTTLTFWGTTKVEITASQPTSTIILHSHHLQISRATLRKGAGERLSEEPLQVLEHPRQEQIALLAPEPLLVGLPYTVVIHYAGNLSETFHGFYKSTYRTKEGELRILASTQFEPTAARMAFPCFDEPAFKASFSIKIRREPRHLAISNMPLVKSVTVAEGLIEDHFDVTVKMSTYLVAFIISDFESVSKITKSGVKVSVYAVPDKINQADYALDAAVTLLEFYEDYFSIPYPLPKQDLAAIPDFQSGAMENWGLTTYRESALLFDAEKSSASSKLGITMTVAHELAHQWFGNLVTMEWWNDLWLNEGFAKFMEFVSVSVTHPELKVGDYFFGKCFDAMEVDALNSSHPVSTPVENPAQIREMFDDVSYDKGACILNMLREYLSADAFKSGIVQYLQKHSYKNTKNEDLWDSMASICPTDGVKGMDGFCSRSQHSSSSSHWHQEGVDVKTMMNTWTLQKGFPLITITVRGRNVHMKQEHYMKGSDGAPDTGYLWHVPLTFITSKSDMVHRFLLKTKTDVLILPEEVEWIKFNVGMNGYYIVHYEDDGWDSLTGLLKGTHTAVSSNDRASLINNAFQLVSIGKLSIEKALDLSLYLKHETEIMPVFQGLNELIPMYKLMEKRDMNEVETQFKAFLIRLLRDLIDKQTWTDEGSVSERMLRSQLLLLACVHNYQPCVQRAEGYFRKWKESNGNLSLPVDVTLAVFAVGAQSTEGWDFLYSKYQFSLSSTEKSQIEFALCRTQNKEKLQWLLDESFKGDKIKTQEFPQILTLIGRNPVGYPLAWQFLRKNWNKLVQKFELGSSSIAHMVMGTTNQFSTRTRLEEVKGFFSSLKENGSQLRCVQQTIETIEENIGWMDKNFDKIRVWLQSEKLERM
# LGR2 antag – Drosophila LGR2 receptor signaling inhibition; HEK293 LGR2, CRE-luciferase, bursicon-stimulated, 4 h; inhibition, % at 9.99 µM; 380,000 compounds, 0.35% hits;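 active means drop in luminescence signal, shown as inhibition above about 50% in the replicate tests, limit read from the data, passing the limit was not always enough; inconclusive means probably only some replicates passing the limit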;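 further: agonist challenge used bursicon conditioned medium at about half maximal strength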
# PglD DTNB – PglD (C. jejuni) enzyme inhibition. purified PglD enzyme, DTNB colorimetric CoA detection. inhibition, % at 12.5 µM. 360,000 compounds, 0.098% hits; in the data active means inhibition above about 16%, passing the limit was not always enough; inconclusive means no clear call, values can overlap the other calls; further: strong numbers were not always called active
# FN deposition inh – fibronectin deposition inhibition | AID 743247 | 350,000 compounds, 0.086% hits | AH1F fibroblasts, Alexa488-fibronectin deposition fluorescence, overnight | inhibition, % at 12.6 µM;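 active means mean inhibition across replicates of 30% or more, regardless of how many single replicates reach that level; inconclusive means mean under 30% yet at least half of replicates reach 30%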;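 further: positive control wells lacked labelled fibronectin entirely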
#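 test system = AH1F fibroblasts assembling fluorescent fibronectin matrix | quantity = 10000 AH1F cells per well | buffer or medium = DMEM plus 2% serum, read in PBS | doses = single dose, pinned | incubation = 1 h cell attachment, overnight exposure to compound and label | detection = fluorescence at 485 nm excitation, 525 nm emission | read-out basis = inhibition from reduced deposited-fibronectin fluorescence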
# Numbers without * were called inactive; ? = inconclusive; · = no result given; & = joins results of further samples.
SMILES,PAX8 inh HTS,EWS-Fli inh,PGC1a acetyl inh,S100A4 MyoIIA,ERAP1 HTS inh,LGR2 antag,PglD DTNB,FN deposition inh
CCC(C)(C)NC(=O)C(c1ccco1)N(C(=O)c1csnn1)c1cccc(F)c1 (stereo unspecified),17,·,-22,·,·,·,6,-5
Cc1ccc(CNC(=O)C2CCN(S(=O)(=O)N3CCOCC3)CC2)cc1,·,·,7,·,·,-10,-4,0
C[C@@H]1CN([C@@H](C)CO)S(=O)(=O)c2ccc(C#CC3CC3)cc2O[C@H]1CN(C)Cc1cccnc1,·,8,-4,2,-5,2,5,·
COc1cccc(NC(=O)C2CCN(S(=O)(=O)c3ccccc3)CC2)c1,-2,·,-5,-7,-1,-4,0,·
O=C(O)CSCC(=O)N1CCc2c([nH]c3ccccc23)C1C(F)(F)F (stereo unspecified),7,1,15,2,-4,-7,-2,-5
CC(=O)NC(C)(c1ccccc1)c1nc(-c2ccc(F)c(Cl)c2)cs1 (stereo unspecified),10,0,·,0,0,-14,-1,6
CCN(CC)c1ccc(/C=N/NC(=O)Nc2ccccc2)cc1,-123,-74,·,3,-1,-55,·,1
C[C@@H]1CN([C@H](C)CO)C(=O)Cc2cc(NC(=O)c3ccncc3)ccc2O[C@H]1CN(C)Cc1ccc(Cl)c(Cl)c1,7,·,3,?,-5,34,-6,·
NNC(=O)c1c[nH]c2ccc(OCc3ccccc3)cc12,15,-2,4,-22,·,0,·,3
COc1ccccc1/C=N/NC(=O)CC(=O)NCCc1ccccc1,3,13,4,-5,·,3,-1,7
CCOC(=O)c1cc(-c2ccc(F)cc2)nc2c1c(=O)[nH]c(=O)n2Cc1ccccc1,-6,·,-1,-1,3,3,3,-2
CCOc1ccc2nc(SCC(=O)NCc3ccc(OC)c(OC)c3)[nH]c2c1,9,18,5,-5,13,-2,0,-8
CCOC(=O)C1=C(C)NC(=O)NC1c1ccc(OC(C)C(=O)O)c(OC)c1 (stereo unspecified),·,·,-2,1,-4,12,-4,·
CCCNC(=O)Nc1ccc2c(c1)C(=O)N(C)C[C@@H](OC)[C@@H](C)CN(C(=O)CC)[C@H](C)CO2,16,-5,2,·,·,-8,-3,-2
CC(C)CCN(C(=O)CCSc1ccc(F)cc1)c1c(N)n(Cc2ccccc2)c(=O)[nH]c1=O,1,1,-6,9,-1,-5,3,-2
CSc1ccc(Cn2c(C)c(C(=O)NCc3ccc4c(c3)OCCO4)sc2=O)cc1,12,5,·,-2,·,13,-8,-5
Cc1cccc2c(C(=O)Nc3ccc(Br)cc3)cc(-c3ccccn3)nc12,32,15,2,12,-16,-9,·,·
O=C(CN1CCOCC1)NCC[C@H]1CC[C@@H](NS(=O)(=O)c2ccc(Cl)cc2)[C@@H](CO)O1,10,2,4,5,-1,9,-1,-2
O=C(COC(=O)c1c[nH]c(=O)[nH]c1=O)Nc1cccc([N+](=O)[O-])c1,5,-2,10,2,3,-11,-2,3
NNC(=S)Nc1ccc(S(=O)(=O)N2CCOCC2)cc1,-9,0,21,-3,0,-2,-2,5
COc1ccc(Cc2cnc(N)s2)cc1,-1,35,12,-9,-1,-33,·,·
O=C(CNC(=O)c1cccc(Br)c1)N/N=C/c1cn[nH]c1-c1ccccc1,5,6,·,15,11,-2,·,·
Cc1cc(C)c2c(n1)SCC(=O)N2CC(=O)Nc1ccc(C)c(C)c1,0,-9,·,16,·,0,5,12
CO[C@H](CN(C)Cc1cc(F)ccc1F)[C@@H](C)CN([C@H](C)CO)S(=O)(=O)c1ccc(Cl)cc1,·,10,-5,4,0,-3,3,-8
CCC(=O)N(C)C[C@@H]1Oc2cc(C#CC3CC3)ccc2S(=O)(=O)N([C@@H](C)CO)C[C@@H]1C,·,-2,-4,0,3,-3,2,·
O=C(CSc1nc(-c2ccccc2)cs1)Nc1ccccc1[N+](=O)[O-],30,5,·,1,-3,-8,·,-2
Cc1cc(Cl)c(OCCn2ccnc2)c(Br)c1,1,17,1,-13,1,-14,0,7
CN(CCO)c1cc(N2CCC3(CC2)OCCO3)c2nonc2c1[N+](=O)[O-],-10,-17,·,-2,10,16,·,-4
C#CCN1C(C)=C(C(=O)OC)C(c2cccc([N+](=O)[O-])c2)C(C(=O)OCC)=C1C (stereo unspecified),22,-4,-8,-7,1,·,-1,-4
COc1cccc(CN(CC2CCCO2)S(=O)(=O)c2ccc(S(=O)(=O)N(C)C)cc2)c1 (stereo unspecified),·,·,-10,·,·,-6,2,1
CCC(=O)N1CC2(C1)CN(S(=O)(=O)c1ccccc1)[C@@H](CO)c1[nH]c3cc(OC)ccc3c12,·,-5,7,-7,-3,-17,·,·
CCCCNC(=S)NCCN1CCN(C(=S)NCCCC)CC1,3,5,-4,14,-1,1,-1,16
Cc1ccc([N+](=O)[O-])cc1N(CC(=O)NCC1CCCO1)S(C)(=O)=O (stereo unspecified),8,4,0,8,-2,1,·,11
CC(C)CC#Cc1ccc([C@H]2[C@H]3CN(C(=O)c4cccc(F)c4)CC(=O)N3[C@H]2CO)cc1,28,1,-5,-4,2,18,·,-9
CSc1ncccc1C(=O)OCC(=O)NC(N)=O,·,·,7,·,·,11,2,6
COc1ccc(S(=O)(=O)N(C)C[C@@H]2OCCCC[C@@H](C)Oc3ccc(NS(=O)(=O)c4ccc(F)cc4)cc3C(=O)N([C@@H](C)CO)C[C@@H]2C)cc1,7,10,-4,-2,1,-6,1,-2
COc1ccc(NC(=O)N(C)C[C@@H]2Oc3c(NC(=O)Nc4ccc5c(c4)OCO5)cccc3C(=O)N([C@H](C)CO)C[C@H]2C)cc1,·,-8,5,4,1,-13,0,·
COc1ccc([N+](=O)[O-])cc1NC(=O)C(C)OC(=O)CC1CCCC1 (stereo unspecified),10,2,7,-1,-4,0,-4,-3
C[C@H](CO)N1C[C@H](C)[C@@H](CN(C)Cc2cncnc2)Oc2cc(C#CC3CCCC3)ccc2S1(=O)=O,12,20,9,35,1,-6,1,-4
O=C(O)C1=C[C@@H](C2CCCC2)C[C@@H](OCCCCO)O1,1,8,5,10,0,·,-1,·
C[C@H]1CN([C@@H](C)CO)C(=O)Cc2cc(NC(=O)Cc3cn(C)c4ccccc34)ccc2O[C@@H]1CN(C)C,8,0,-5,-28,1,-6,-3,1
CCO[C@H]1OC(C(N)=O)=C[C@@H](c2ccccc2)[C@@H]1CCCO,1,2,-4,2,0,-21,-6,2
C[C@H](CO)N1C[C@H](C)[C@H](CN(C)C(=O)Cc2ccccn2)Oc2ncc(-c3cncnc3)cc2C1=O,·,1,1,0,-1,2,3,11
C[C@H]1CN([C@@H](C)CO)C(=O)c2cccc(NS(=O)(=O)c3cn(C)cn3)c2O[C@H]1CN(C)Cc1ccc(Cl)c(Cl)c1,18,-2,5,1,3,7,3,·
Cc1ccc(C)c(N2CCN(C(=O)CCCN3C(=S)NC(C)(C)CC3C)CC2)c1 (stereo unspecified),22,·,·,·,·,8,3,2

# Part of the list above with just PAX8 inh HTS, EWS-Fli inh and FN deposition inh:
canonical_smiles	PAX8 inh HTS	EWS-Fli inh	FN deposition inh
C[C@H](CO)N1C[C@H](C)[C@H](CN(C)C(=O)Cc2ccccn2)Oc2ncc(-c3cncnc3)cc2C1=O	·	1	11
COc1ccc(S(=O)(=O)N(C)C[C@@H]2OCCCC[C@@H](C)Oc3ccc(NS(=O)(=O)c4ccc(F)cc4)cc3C(=O)N([C@@H](C)CO)C[C@@H]2C)cc1	7	10	-2
CCCCNC(=S)NCCN1CCN(C(=S)NCCCC)CC1	3	5	16

# The list continues:
SMILES,PAX8 inh HTS,EWS-Fli inh,PGC1a acetyl inh,S100A4 MyoIIA,ERAP1 HTS inh,LGR2 antag,PglD DTNB,FN deposition inh
CCOc1ccccc1CN1CCN(Cc2cccc3c2OCO3)CC1CCO (stereo unspecified),7,12,·,1,-6,13,·,2
O=C(NCc1cccs1)C1CC(=O)N(C2CCCC2)C1 (stereo unspecified),·,·,20,-1,0,-1,6,·
CCOCCn1c(CN2CCN(C(=O)c3ccco3)CC2)nc2c1c(=O)n(C)c(=O)n2C,15,1,·,-4,3,·,-4,12
O=C(CN1C(=O)c2cccc([N+](=O)[O-])c2C1=O)NNC(=O)c1ccc(F)cc1,-12,-7,5,-2,-2,-8,3,-1
COc1ccc(-n2nnnc2SCC(=O)Nc2ccccc2N2CCOCC2)cc1,10,-51,·,-1,-5,6,·,0
CCOC(=O)c1sc(=S)n(-c2ccc(C)cc2)c1N,-1,8,·,-5,1,0,11,-3
Cc1ccc(F)cc1C(=O)N1CCCCC1c1cc(C(=O)Nc2ccc(F)c(Cl)c2)no1 (stereo unspecified),5,9,7,1,-1,19,-3,13
C[C@H](CO)N1C[C@H](C)[C@@H](CN(C)C(=O)Nc2ccc(C(F)(F)F)cc2)Oc2c(NS(=O)(=O)c3ccccc3)cccc2C1=O,-2&14,-12&-4,3&9,14&3,-3&-4,14&5,2,18
O=C(O)CSc1nnc(-c2ccncc2)n1CCc1ccccc1,·,·,12,-5,-2,0,-5,0
O=C(/C=C/c1ccccc1Cl)NCCCn1ccnc1,16,13,-10,3,1,4,5,6
COC(=O)Cn1cnc(C(=O)Nc2ccc(C)c(C)c2)n1,-4,-5,5,0,-1,17,-2,2
O=c1[nH]ncc(N/N=C\c2cccs2)c1Cl,-23,9,-5,-2,8,4,·,0
Cc1ccc(C)c2[nH]c(=O)c(CN(Cc3nnnn3C3CCCCC3)CC3CCCO3)cc12 (stereo unspecified),·,·,-3,-7,1,8,-4,·
O=C1/C(=C/c2ccccc2F)SC(=S)N1CCC(=O)N1CCCCC1CCO (stereo unspecified),45,·,·,16,6,20,2,1
C[C@@H]1CN([C@@H](C)CO)C(=O)c2cc(C3=CCCCC3)cnc2O[C@@H]1CN(C)Cc1ccccn1,·,-14,0,6,1,-2,-5,4
Cc1ccc(CN2CCN(/N=C/c3cccnc3)CC2)cc1,12,·,-2,·,·,-1,4,-4
O=C(CN1CCN(Cc2ccccc2F)C1=O)NCCN1CCOCC1,3,2,6,5,2,-8,-1,·
O=C(CCc1ccccc1)NN1C(=O)C2C3C=CC(O3)C2C1=O (stereo unspecified),11,2,1,-2,8,-10,·,·
CCC(=O)Nc1ccc2c(c1)C(=O)N(C)[C@@H]1CC[C@@H](CC(=O)NCC3CCCCC3)O[C@@H]1CO2,5,6,7,6,0,11,0,-2
Cc1cnc(C(=O)OCC(=O)c2ccc(Br)s2)cn1,-10,6,·,8,-6,16,-3,-1
COc1ccc2[nH]c3c(c2c1)CCN1C(=O)N([C@@H](C)C(=O)NCCc2ccc(F)cc2)C(=O)[C@]31C,·,-4,4,-4,0,4,4,·
Cc1sc(NC(=O)CSc2nnc3scc(-c4ccccc4)n23)c(C#N)c1C,·,·,3,·,·,6,-3,-5
CN(C)CCCNC(=O)c1cccc(-c2cnc3cccnn23)c1,-3,3,-3,-4,0,-18,0,3
CCOC(=O)c1cnn(-c2ccccc2)c1NC(=O)c1cccs1,·,3,·,-6,-1,-6,-1,·
COc1ccc(-c2ncncc2-c2ccc(Cl)cc2)c(O)c1,0,8,23,1,3,5,·,5
